Assay outcomes as filed in PubChem BioAssay.
mIAP activ = activators of mouse IAP, primary screen, biochemical, luminescence, uHTS | intestinal alkaline phosphatase [Mus musculus] | muIAP, CDP-Star luminescence, 30 min; stronger effect = higher value; 1 = vehicle-only enzyme signal, 0 = enzyme-free wells | activation factor at 10 µM | hit rate 0.24% among 330,000;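 active = activation factor of at least 2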; also: the source names both 10 and 20 µM as test concentration; values of inactives mirror those of a sister screen read the other way
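System: mouse IAP enzyme. Reagent: CDP-Star chemiluminescent phosphatase substrate. Benchmarks: DMSO wells, no-enzyme wells. Times: 30 min enzyme-substrate-compound incubation at room temperature. Detection: luminescence from enzymatic CDP-Star hydrolysis. Doses: test compounds delivered from DMSO solution.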
GRIN3A LBD mod = binders of NR3A ligand-binding domain, primary screen, biophysical, differential scanning fluorimetry, uHTS | hit rate 2.5% among 340,000 | AID 1259313, 2017 | Tm shift relative to glycine control, % at 25 µM | NR3A LBD differential scanning fluorimetry, Tm shift; 0% = protein alone, 100% = glycine-bound protein | Glutamate receptor ionotropic, NMDA 3A (GRIN3A) ligand-binding domain;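 active = melting temperature shift of at least 10% of the positive control shift, at one fixed dose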
APOBEC3G inh = APOBEC3G DNA deaminase inhibitors, primary screen, biochemical, fluorescence, single-stranded DNA substrate, uHTS; DNA dC->dU-editing enzyme APOBEC-3G (Homo sapiens), Q9HC16; recombinant A3G, ssDNA deamination FAM/TAMRA fluorescence; inhibition, % at 20 µM; hit rate 0.28% among 330,000; AID 493012, 2011;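 active = inhibition of at least 40% at 20 µM, with no more than 30% in the related APOBEC3A deaminase screen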;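 also: plate controls were DMSO wells with A3G for no effect and wells lacking A3G enzyme for full effect; some compounds called inactive have numbers as strong as hits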
Target sequence (Q9HC16 whole entry, looked up): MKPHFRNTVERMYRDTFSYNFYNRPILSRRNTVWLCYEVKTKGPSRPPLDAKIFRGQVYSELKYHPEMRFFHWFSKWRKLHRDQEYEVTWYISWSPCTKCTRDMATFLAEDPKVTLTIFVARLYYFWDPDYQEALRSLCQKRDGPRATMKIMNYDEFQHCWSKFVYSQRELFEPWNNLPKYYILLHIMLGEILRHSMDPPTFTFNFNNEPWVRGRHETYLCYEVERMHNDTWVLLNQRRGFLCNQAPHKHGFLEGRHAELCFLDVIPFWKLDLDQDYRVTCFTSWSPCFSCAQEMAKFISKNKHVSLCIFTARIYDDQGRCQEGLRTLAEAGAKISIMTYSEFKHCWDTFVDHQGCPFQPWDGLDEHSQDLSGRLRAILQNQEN
MPTP inh = mitochondrial permeability transition pore inhibitors, primary screen, biochemical, isolated mouse mitochondria, absorbance | Ca2+ swelling absorbance, 30 min | inhibition, % at 10 µM | hit rate 1.4% among 360,000 | AID 602449, 2012;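 active = inhibition of 50% or more, scaled per plate between neutral and stimulator controls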;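 also: 0% = DMSO wells given calcium and 100% = 1 mM EGTA wells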
hIAP act = human IAP activators, primary screen, biochemical, luminescence, uHTS. Intestinal-type alkaline phosphatase (Homo sapiens), P09923. purified human IAP, CDP-Star luminescence, 30 min; stronger effect = higher value; 1 = vehicle-only enzyme, 0 = enzyme-free background. activation factor at 10 µM. hit rate 0.16% among 330,000;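 active = activation factor of the enzyme at least 2-fold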; also: the source names both 10 and 20 µM as test concentration; values of inactives mirror those of a sister screen read the other way
Target sequence (P09923 whole entry, looked up): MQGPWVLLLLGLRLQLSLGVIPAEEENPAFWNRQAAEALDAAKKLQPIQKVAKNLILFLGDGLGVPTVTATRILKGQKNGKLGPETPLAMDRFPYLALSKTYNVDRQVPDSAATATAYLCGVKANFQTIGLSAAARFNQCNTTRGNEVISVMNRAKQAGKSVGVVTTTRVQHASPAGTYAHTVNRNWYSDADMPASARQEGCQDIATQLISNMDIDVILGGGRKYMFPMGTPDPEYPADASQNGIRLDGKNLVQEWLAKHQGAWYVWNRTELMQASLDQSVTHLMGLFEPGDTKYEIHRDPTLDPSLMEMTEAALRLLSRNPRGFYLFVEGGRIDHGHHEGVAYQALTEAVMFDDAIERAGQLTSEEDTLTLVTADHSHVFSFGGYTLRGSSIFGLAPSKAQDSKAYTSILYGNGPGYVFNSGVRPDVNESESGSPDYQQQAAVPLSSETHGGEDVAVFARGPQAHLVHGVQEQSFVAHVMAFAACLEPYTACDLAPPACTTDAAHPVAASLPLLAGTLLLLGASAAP
mIAP block = inhibitors of mouse IAP, primary screen, biochemical, luminescence, uHTS; intestinal alkaline phosphatase [Mus musculus]; purified mouse IAP, CDP-Star luminescence, 30 min; inhibition, % at 10 µM; hit rate 0.2% among 330,000; AID 2806, 2010;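 active = inhibition of at least 40% at 10 µM in the primary screen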;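 also: plate controls were DMSO with enzyme for no effect and no enzyme wells for full effect; values of inactives mirror those of a sister screen read the other way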
APOBEC3A inh = APOBEC3A ssDNA deaminase inhibitors, primary screen, selectivity assay for APOBEC3G inhibitor project, biochemical, FAM/TAMRA oligo cleavage fluorescence; inhibition, % at 20 µM; AID 493011, 2011; recombinant A3A, FAM/TAMRA ssDNA deamination fluorescence; hit rate 0.41% among 330,000; DNA dC->dU-editing enzyme APOBEC-3A (Homo sapiens), P31941;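 active = at least 40% inhibition at 20 µM here, with at most 30% in a related deaminase screen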;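 also: plate controls were A3A with DMSO for no effect and wells lacking A3A enzyme for full effect; some results filed as inactive read as strong as hits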
MIN6 prolif = inducers of MIN6 beta-cell proliferation, primary screen, ATP luminescence, uHTS; AID 2380, 2010; hit rate 0.29% among 330,000; MIN6 cells proliferation, ATPlite luminescence, 48 h; cells starved in 0.2% serum; 100% = growth in 10% serum; proliferation, % at 10 µM;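 active = compounds whose signal lies at least 3.5 SD above the mean of all wells on their plate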;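 also: 0% = DMSO-treated cells in low-serum medium and 100% = 10% serum control; some compounds called inactive have numbers as strong as hits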
hIAP block = human IAP inhibitors, primary screen, biochemical, luminescence, uHTS; Intestinal-type alkaline phosphatase (Homo sapiens), P09923; hit rate 0.12% among 330,000; inhibition, % at 10 µM; purified IAP, CDP-Star luminescence, 30 min;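 active = inhibition reaching a set limit with compound at 10 µM in the primary screen, cut at about 35% in these data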;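 also: plate controls were DMSO wells with enzyme for no effect and no-enzyme buffer wells for full effect; values of inactives mirror those of a sister screen read the other way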
* marks the source's active call; other numbers are inactive results; / = not tested or not shown. An excerpt (hit frequency here may not be typical).

SMILES	mIAP activ	GRIN3A LBD mod	APOBEC3G inh	MPTP inh	hIAP act	mIAP block	APOBEC3A inh	MIN6 prolif	hIAP block
CCOc1cccc(N2C(=O)/C(=C/c3ccco3)C(=O)NC2=S)c1	0.74	-1	62	2.3	1	26	96	-2	-1
COC(=O)C1=C(c2cccc(OC)c2OC)C[C@@H]2CC[C@H]1N2C(=O)NCc1ccc(F)cc1	1	-1	5	0.5	1	0	3	0	-3
CCCCn1c(C)c(C(=O)OCC)c2c(CN3CCOCC3)c(O)ccc21	1	-7	0	0.1	1.1	0	-1	-2	-14
O=c1[nH]c(=O)n(Cc2ccco2)c(O)c1C=NCc1cccs1	0.9	1	-3	-1.8	0.98	10	3	0	2
CCC(C)n1c(O)c(C=NC(C)c2ccccc2)c(=O)[nH]c1=S (stereo not drawn)	1.1	-1	-5	-0.2	1	-9	-4	-1	-4
COC(=O)C1=C(c2ccccc2OCc2ccccc2)C[C@@H]2CC[C@H]1N2C(=O)NCc1cccc(C(F)(F)F)c1	1.4	-3	-8	-2.1	0.87	-36	-3	-7	13
CC(C)Cc1[nH]c(=O)c(C#N)c2c1CCC2	0.9	1	-4	0.0	1.1	10	1	0	-12
O=C(c1cc([N+](=O)[O-])ccc1N1CCNCC1)N1CCOCC1	0.96	0	-2	0.5	0.91	4	2	-1	9
Cc1ccc(C)c(OCc2cc(C(=O)N3C[C@H]4C[C@@H](C3)c3cccc(=O)n3C4)no2)c1	0.91	-1	-4	1.5	1.3	9	2	-2	-34
Oc1cc2c(cc1CN1CCN(c3ccccc3)CC1)CCC2	1	1	-1	-0.2	0.87	-3	-2	-3	13
COc1ccc(Br)cc1CNCCc1cccc(Cl)c1	0.97	-2	-4	5.7	1.2	2	-3	-3	-18
CN1CCN(c2ccc([N+](=O)[O-])c(N3CCCCC3)c2)CC1	0.89	-3	-3	6.9	0.95	11	-1	-2	5
Cc1cccc(N2C(=O)NC(=O)/C(=C\c3cnc(-c4ccccc4)nc3)C2=O)c1	0.92	0	-4	-2.0	1.1	8	-3	-3	-6
COc1ccc(NC(=O)CN2C3CCC2CC(O)(c2cccnc2)C3)cc1OC (stereo not drawn)	0.94	-1	-2	0.4	0.95	6	-1	-2	5
CCOP(=S)(NN(Cc1ccccc1)C(=O)c1ccccc1)OCC	1	-3	-6	1.4	1	-1	-2	3	-1

No new results follow: an excerpt of the list.
SMILES	mIAP activ	GRIN3A LBD mod	APOBEC3G inh	MPTP inh	hIAP act	mIAP block	APOBEC3A inh	MIN6 prolif	hIAP block
COc1ccc(NC(=O)CN2C3CCC2CC(O)(c2cccnc2)C3)cc1OC (stereo not drawn)	0.94	-1	-2	0.4	0.95	6	-1	-2	5
CCOP(=S)(NN(Cc1ccccc1)C(=O)c1ccccc1)OCC	1	-3	-6	1.4	1	-1	-2	3	-1

Looked up above.
MPTP inh with COC(=O)C1=C(c2cccc(OC)c2OC)C[C@@H]2CC[C@H]1N2C(=O)NCc1ccc(F)cc1 : 0.5
hIAP act with CCOP(=S)(NN(Cc1ccccc1)C(=O)c1ccccc1)OCC : 1
mIAP activ with Cc1ccc(C)c(OCc2cc(C(=O)N3C[C@H]4C[C@@H](C3)c3cccc(=O)n3C4)no2)c1 : 0.91

The results go on.
SMILES	mIAP activ	GRIN3A LBD mod	APOBEC3G inh	MPTP inh	hIAP act	mIAP block	APOBEC3A inh	MIN6 prolif	hIAP block
CCn1c(=O)n(CC(=O)N2CCC3(CC2)OCCO3)c(=O)c2ccccc21	1	14*	-4	-4.2	1.1	-4	-3	-2	-12
CN1CCN(Cc2cc3c(cc2[N+](=O)[O-])OCO3)CC1	0.94	-3	-8	-0.1	1.1	6	-2	-1	-11
COc1cccc(N2C(=O)NC(=O)/C(=C\c3ccc([N+](=O)[O-])s3)C2=O)c1	0.65	-8	19	1.1	0.98	35	21	-5	2
Cc1cccc(N2C(=O)NC(=O)C3(Cc4cc(C)ccc4N(C)C3)C2=O)c1 (stereo not drawn)	0.93	1	-5	-1.6	1.1	7	1	0	-14
CCCCn1c(O)c(C=NCCCN(CC)CC)c(=O)[nH]c1=O	1.1	0	-3	0.8	1.1	-6	0	1	-9
N=Cc1c(O)n(-c2cccc(Cl)c2)c(=O)[nH]c1=O	0.95	0	-3	-0.2	0.96	5	-2	-3	4
CN(C)C(=O)Oc1ccc(C(=O)c2ccccc2)cc1	0.88	-1	-2	-1.9	0.72	12	-2	-2	28
CCOC(=O)C1=CC(=C2C(=O)N(CC)C(=S)N(CC)C2=O)c2ccccc2O1	0.99	2	5	/	1.1	1	3	-3	-12
Cc1cc(OCC(=O)NCC(O)c2ccccc2)c2c3c(c(=O)oc2c1)CCC3 (stereo not drawn)	1	0	-3	-0.4	1.1	-2	0	-2	-10
Cc1cc(/C=C2\C(=O)NC(=O)N(c3ccc(Cl)cc3)C2=O)c(C)n1-c1sc2c(c1C#N)CCCC2	0.81	2	0	3.5	1	19	-1	-3	0
C[Se]C[C@@H](N)C(=O)O	1.1	1	-7	-3.3	0.97	-9	-1	-1	3
O=c1c2ccccc2nc(/C=C/c2ccc(O)c(O)c2)n1-c1ccccc1	0.86	4	-6	3.1	0.88	14	0	-5	12
CN1C(=O)C(=Cc2ccc(OCCN(C)c3ccccn3)cc2)C(=O)N(C)C1=O	1.1	-2	5	-0.4	1.2	-5	-3	-2	-24
CC1(C)NCCN2C(=O)CSC21 (stereo not drawn)	1	-1	-9	-0.1	1.2	-2	-9	-2	-23
COc1ccc(CN2CCCC(C(=O)c3cccc(Cl)c3)C2)cc1 (stereo not drawn)	0.98	-3	-10	0.6	1	2	-4	-1	0
CNS(=O)(=O)c1ccc(N=Cc2c(O)n(-c3ccccc3)c(=O)[nH]c2=O)cc1	1	1	-4	19	0.98	-2	0	-3	2
O=C(CN1CCCCC1)c1cccc(Br)c1	1.1	-5	1	1.1	0.84	-10	0	0	16
COC(=O)C(C)NC(=S)N1CC2C[C@@H](C1)Cn1c2cccc1=O (stereo partly drawn)	1.1	0	-3	0.3	0.91	-6	2	1	9
CCC(=O)CC(c1ccccc1)c1c(O)c2ccccc2sc1=O (stereo not drawn)	0.96	0	-9	0.5	1.2	4	-9	0	-22
O=C1CC(C(=O)N2CCC3(CC2)OCCO3)CN1CCc1ccccc1 (stereo not drawn)	1	2	-1	-2.9	1.1	-3	3	-2	-9
CCc1ccccc1N1C(=O)NC(=O)/C(=C\c2cc(C)n(C)c2C)C1=O	1.1	-2	-7	1.1	0.94	-7	-4	3	6
COc1ccc(CNCCc2ccccc2F)c(OC)c1C	0.98	1	-4	3.4	0.97	2	2	-1	3
CCCOc1ccccc1NP(=O)(Oc1ccccc1)Oc1ccccc1	0.94	-11	-11	-0.7	0.84	6	-3	-6	16
CCNC(=O)NC(=O)C(C)OC(=O)c1c(C)nn(Cc2ccccc2Cl)c1Cl (stereo not drawn)	0.96	-5	2	4.5	1.1	4	0	-3	-9
O=c1c2ccccc2nc(-c2ccccc2)n1-c1cccnc1	1.1	0	0	4.4	1.2	-9	1	-2	-20
CCC(C)N1CCN(C(=O)COc2ccc3ccccc3c2)CC1 (stereo not drawn)	0.96	0	-5	-1.3	0.97	4	-3	0	3
CCCCCCn1c(O)c(C=NC2CCCCC2N)c(=O)[nH]c1=O (stereo not drawn)	1.1	-3	1	/	1.2	-8	1	-6	-22
COP(=O)(OC)C(NS(=O)(=O)c1ccccc1)C(Cl)(Cl)Cl (stereo not drawn)	1.1	0	0	-1.5	0.98	-6	-1	-1	2
CN1CCN(c2ccc(N)cc2)CC1	0.96	1	-8	1.5	0.96	4	1	-3	4
CCCn1nc2ccccc2c1P(=O)(N1CCOCC1)N1CCOCC1	1	0	1	-0.8	0.8	0	2	1	20

5 entries already listed, ordered by count of non-hydrogen atoms, low to high.
SMILES	mIAP activ	GRIN3A LBD mod	APOBEC3G inh	MPTP inh	hIAP act	mIAP block	APOBEC3A inh	MIN6 prolif	hIAP block
COP(=O)(OC)C(NS(=O)(=O)c1ccccc1)C(Cl)(Cl)Cl (stereo not drawn)	1.1	0	0	-1.5	0.98	-6	-1	-1	2
COC(=O)C(C)NC(=S)N1CC2C[C@@H](C1)Cn1c2cccc1=O (stereo partly drawn)	1.1	0	-3	0.3	0.91	-6	2	1	9
CCC(=O)CC(c1ccccc1)c1c(O)c2ccccc2sc1=O (stereo not drawn)	0.96	0	-9	0.5	1.2	4	-9	0	-22
CCCOc1ccccc1NP(=O)(Oc1ccccc1)Oc1ccccc1	0.94	-11	-11	-0.7	0.84	6	-3	-6	16
CCNC(=O)NC(=O)C(C)OC(=O)c1c(C)nn(Cc2ccccc2Cl)c1Cl (stereo not drawn)	0.96	-5	2	4.5	1.1	4	0	-3	-9

Following part
SMILES	mIAP activ	GRIN3A LBD mod	APOBEC3G inh	MPTP inh	hIAP act	mIAP block	APOBEC3A inh	MIN6 prolif	hIAP block
CCN(CC)C(=O)c1ccc(NC(=O)c2cn(-c3ccccc3)nc2-c2ccc(OC)cc2)cc1	1.4	-17	-11	-0.5	1.5	-41	-4	-7	-47
COc1ccc(C)cc1NC(=O)c1c(C)nn(Cc2ccccc2)c1Cl	0.92	-3	-7	4.2	1.2	8	-3	-2	-19
Cc1nn(Cc2ccccc2Cl)c(Cl)c1C(=O)OC(C(=O)NC(N)=O)C(C)C (stereo not drawn)	1.2	-2	-6	0.2	0.93	-17	-3	-1	7
Nc1ccc(CCN2CCN(c3cccc(C(F)(F)F)c3)CC2)cc1	0.97	-1	-8	-3.0	0.88	2	-3	-5	12

Looked up by compound from the list above, 3 records:
SMILES	mIAP activ	GRIN3A LBD mod	APOBEC3G inh	MPTP inh	hIAP act	mIAP block	APOBEC3A inh	MIN6 prolif	hIAP block
Cc1nn(Cc2ccccc2Cl)c(Cl)c1C(=O)OC(C(=O)NC(N)=O)C(C)C (stereo not drawn)	1.2	-2	-6	0.2	0.93	-17	-3	-1	7
CN1CCN(Cc2cc3c(cc2[N+](=O)[O-])OCO3)CC1	0.94	-3	-8	-0.1	1.1	6	-2	-1	-11
O=C1CC(C(=O)N2CCC3(CC2)OCCO3)CN1CCc1ccccc1 (stereo not drawn)	1	2	-1	-2.9	1.1	-3	3	-2	-9
